# ROC1-CUL1 inh: inhibitors of human ROC1-CUL1 ubiquitin ligase activity; P62877+Q13616; in vitro K48 di-Ub FRET, acceptor:donor ratio, 45 min; inhibition, % at 10 µM; hit rate 0.6% among 140,000; in the data active = inhibition above about 25%
# Target sequence (P62877 whole entry, looked up): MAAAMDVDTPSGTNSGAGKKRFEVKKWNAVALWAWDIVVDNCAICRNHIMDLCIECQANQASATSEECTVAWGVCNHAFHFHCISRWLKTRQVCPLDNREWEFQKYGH
# Target sequence (Q13616 whole entry, looked up): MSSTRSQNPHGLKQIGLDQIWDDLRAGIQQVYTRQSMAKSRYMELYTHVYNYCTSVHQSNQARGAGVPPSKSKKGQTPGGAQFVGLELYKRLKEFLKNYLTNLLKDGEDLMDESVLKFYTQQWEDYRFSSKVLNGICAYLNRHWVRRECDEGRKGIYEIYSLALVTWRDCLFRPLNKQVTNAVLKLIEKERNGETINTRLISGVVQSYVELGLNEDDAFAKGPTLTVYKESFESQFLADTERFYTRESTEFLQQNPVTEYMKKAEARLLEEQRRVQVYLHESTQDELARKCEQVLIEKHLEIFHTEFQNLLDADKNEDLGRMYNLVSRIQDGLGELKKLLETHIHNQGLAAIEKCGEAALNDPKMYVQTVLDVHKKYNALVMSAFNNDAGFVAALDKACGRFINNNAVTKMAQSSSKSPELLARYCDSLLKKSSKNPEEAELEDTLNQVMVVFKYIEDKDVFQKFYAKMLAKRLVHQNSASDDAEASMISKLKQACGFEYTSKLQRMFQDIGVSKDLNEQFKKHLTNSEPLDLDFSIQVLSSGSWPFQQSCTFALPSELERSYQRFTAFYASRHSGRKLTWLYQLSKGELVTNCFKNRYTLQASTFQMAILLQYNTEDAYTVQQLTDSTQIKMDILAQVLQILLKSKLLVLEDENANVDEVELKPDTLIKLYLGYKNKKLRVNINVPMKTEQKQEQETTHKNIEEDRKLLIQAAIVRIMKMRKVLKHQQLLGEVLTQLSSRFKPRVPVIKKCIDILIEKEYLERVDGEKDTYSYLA
# * hit, by the source's call. A portion of the library. The share of hits here may be higher or lower than overall.
SMILES,ROC1-CUL1 inh
CCCOc1ccc(-c2nc3ccc(Br)cc3c(C(=O)O)c2C)cc1,1
COC(F)(C(=O)Nc1ccc(OC(F)(F)Cl)cc1)C(F)(F)F (configuration not stated),-3
C=CCOc1ccc(Cl)cc1CNc1cccc(C(=O)O)c1,1
Nc1ccc(OCCCc2ccccc2)cc1,7
COc1cc(SC)ccc1C(=O)NNC(=O)c1ccc([N+](=O)[O-])cc1,-13
Cc1cccc(-c2nnc(SCC(=O)Nc3c(C)cc(C)cc3C)n2N)c1,5
CCOC(=O)C1C(C)=NC(=S)C(C#N)=C1c1ccncc1 (configuration not stated),11
COc1cc(CC2(CCC(=O)N3CCN(Cc4ccc(C)cc4)C(=O)C3)CCC(=O)N2)ccc1F (configuration not stated),3
COc1ccc(CC2(CCC(=O)N3CCN(Cc4cccc(Cl)c4)CC3)CCC(=O)N2)c(F)c1 (configuration not stated),7
CCOc1ccc(NC(=O)C(NS(=O)(=O)c2ccc3c(c2)CCN3C(C)=O)C(C)C)cc1 (configuration not stated),6
COc1ccc(NC(=O)C(=O)N2CCCCC2)cc1Cl,2
CC1=CC=CN2C(=O)C(C(=O)NC(C)c3ccccc3)C(=O)N=C12 (configuration not stated),-1
O=CN1CCCN(Cc2nc(C(c3ccccc3)c3ccccc3)no2)CC1,-8
CC(C)CN1C(=O)C(Cc2ccco2)=NC1=S,5
CNC(=O)NC(=O)CSc1nc(SCC(=O)NC(=O)NC)c2c(C)c(C)sc2n1,6
CCOc1cc(C2c3c(oc4cc(C)cc(C)c4c3=O)C(=O)N2CCO)ccc1O (configuration not stated),2
Cc1ccccc1S(=O)(=O)NCc1ccncc1,-1
COc1ccc(NC(=O)CCNS(=O)(=O)c2cccc3nsnc23)cc1,4
CC(C)(C)c1cc(CNC(=O)c2cccc(COc3ccc(Br)cc3)c2)[nH]n1,-4
O=C(COc1ccccc1)Nc1nnc(SCC(=O)N2CCc3ccccc32)s1,6
Cn1c(=O)n(C)c2cc(CC3=NC(=O)N(Cc4ccccc4)C3=O)ccc21,8
O=C(CN1C(=O)S/C(=C\c2ccc(C(=O)O)cc2)C1=O)Nc1ccccc1,-2
CC(=O)Nc1cccc(C2=Nc3ccccc3SC(c3cccc(Br)c3)C2)c1 (configuration not stated),-3
Cc1ccc(NC(=O)c2c(NC(=O)C(C)(C)C)sc3c2CCCC3)c(C)c1,-5
CCC(Oc1ccccc1C)C(=O)N1CCN(C)CC1 (configuration not stated),0
Cc1ccc(OCC(=O)Nc2ccc(S(=O)(=O)Nc3cc(C)on3)cc2)c(Br)c1,1
CCC(=O)N1C(Cc2ccccc2)COC1(C)C (configuration not stated),-2
Cc1ccc(CNC(=O)c2ccc3c(c2)c(C)c(C)n3Cc2ccc(Cl)cc2)o1,7
CC(C)c1cc(C(=O)N/N=C/c2c(O)ccc3ccccc23)n[nH]1,-6
FC(F)(F)c1nc2c(Cl)cc(Cl)cc2[nH]1,17
O=C(COc1ccc(Cl)cc1)NCC(c1cccs1)S(=O)(=O)c1ccc(F)cc1 (configuration not stated),-9
O=C(c1cn(Cc2ccccc2Cl)nn1)N1CCCCCC1,5
CCC(NC(=O)c1ccccc1OC1CCN(C(=O)COC)CC1)c1ccncc1 (configuration not stated),-14
CCOC(=O)C1CCN(S(=O)(=O)c2cc3c4c(c2)CC(=O)N4CCC3)CC1,2
COc1ccc(CC(=O)Nc2ccc(-c3ccc(NC(=O)Cc4ccc(OC)cc4)c(C(=O)O)c3)cc2C(=O)O)cc1,5
c1ccc2c(c1)nc(NCCN1CCOCC1)c1c3ccccc3[nH]c21,3
Cc1ccc(NC(=O)c2ccc(Cl)cc2Cl)cc1O,-1
CCOc1cc(C(=O)N2CCN(c3cccc(C(F)(F)F)c3)CC2)cc(OCC)c1OCC,-6
C=C(C)COc1ccc(C(=O)NCC)cc1,-5
Cc1noc(C)c1CSc1nc2sc3c(c2c(=O)n1-c1ccccc1)CCCC3,-19

# Shown field by field: 3 of the compounds above.
CC(=O)Nc1cccc(C2=Nc3ccccc3SC(c3cccc(Br)c3)C2)c1 (configuration not stated)
  ROC1-CUL1 inh = -3
Cc1ccc(NC(=O)c2c(NC(=O)C(C)(C)C)sc3c2CCCC3)c(C)c1
  ROC1-CUL1 inh = -5
CCC(Oc1ccccc1C)C(=O)N1CCN(C)CC1 (configuration not stated)
  ROC1-CUL1 inh = 0

# (list continues)
SMILES,ROC1-CUL1 inh
COc1ccc(N2C(=S)N=C(Nc3cccc(C)c3)C23CCCCC3)cc1,4
Cc1ccc2c(CC(=O)Nc3ccc(S(=O)(=O)Nc4nc(C)cc(C)n4)cc3)coc2c1,-2
O=C(Nc1cc(C(F)(F)F)cc(C(F)(F)F)c1)N1CCc2ccccc21,5
CS(=O)(=O)c1ccc2nc(NC(=O)Nc3ccc(Cl)c(Cl)c3)sc2c1,-3
CCOc1ccc(CNC(=O)C2CCN(c3nnc(-n4c(C)ccc4C)s3)CC2)cc1,11
CC1CN(CC(O)COC(C)(C)C)CC(C)O1 (configuration not stated),-16
C=CCS(=O)(=O)NC1CCCc2nc(-c3ccccc3)ncc21 (configuration not stated),14
CCOC(=O)c1c(C)oc2nc(C)nc(N3CCN(c4ccccc4F)CC3)c12,-2
COc1ccccc1-c1cc(C(=O)N2CCc3ccccc3C2)c2ccccc2n1,2
CCOCc1cn(CC(=O)c2ccc([N+](=O)[O-])cc2)c(C)nc1=N,-5
CN(CCc1ccccn1)C(=O)c1coc(COc2cccc(F)c2)n1,-4
CCCNS(=O)(=O)c1cc(C(=O)N2CCCC2)ccc1OC,-16
COc1ccc(C2=Nc3nc(-c4ccc(C)cc4)nn3C(c3ccccc3Cl)C2)cc1 (configuration not stated),-9
O=c1c2[nH]c3ccccc3c2nc(SCc2ccccc2F)n1-c1ccc(F)cc1,-10
O=c1c2ccccc2[nH]c2ccccc12,-7
COc1ccc(-c2c(C)nn3c(N4CCC(C(=O)NCCC(C)C)CC4)cc(C)nc23)cc1OC,-3
COc1ccccc1S(=O)(=O)Cc1ccc(C(=O)NCc2ccc(Cl)cc2)o1,-7
CCOc1ccc(NC(=O)CSc2nnc(-c3ccc(NC(C)=O)cc3)n2C)cc1,7
CCc1ccc(-n2c(SCc3ccccc3C)nc3[nH]ncc3c2=O)cc1,4
CCOc1ccc(C2NC(=O)c3c(COC)cc(C)nc3N2Cc2ccccc2)cc1OC (configuration not stated),-10
Cc1cccc(NC(=O)C2CCN(S(=O)(=O)N(C)C)CC2)c1C,1
Cn1c(SCc2ccc(F)cc2)nc2ccccc2c1=O,-3
CCN(c1ccccc1)S(=O)(=O)c1ccc(NC(=O)c2ccccc2OC)cc1,-9
CCc1ccc(NC(=O)Cn2c(=O)ccc3cc(S(=O)(=O)N4CCCC4)ccc32)cc1,-15
Cc1ccccc1NC(=O)CSc1nccn1C,-4
O=C(c1ccc(F)cc1Cl)N1CCN(CCc2ccccc2)CC1,0
O=C(Nc1ccc(-c2cn3cccnc3n2)cc1)c1ccccc1F,-4
Cc1ccc(CNC(=O)C2CCCN(Cc3nc(-c4cccc(C)c4)oc3C)C2)cc1 (configuration not stated),1
COc1cccc(Cc2nc3ccccc3nc2SCC(=O)NCc2ccc(C)cc2)c1,-4
COCCCNC(=O)C1CCC(Cn2c(=O)c3sccc3n(Cc3ccc(F)cc3)c2=O)CC1 (configuration not stated),-2
N#C/C(=C/C(=O)c1ccccc1)c1ccc([N+](=O)[O-])o1,85*
COc1cc(C(=O)N2CCc3ccccc3C2)ccc1OC1CCN(C)CC1,5
CC(OC(=O)c1ccc(O)cc1)C(=O)OCCc1ccccc1 (configuration not stated),-1
CC(=O)c1cc2c(cc1NC(=O)CC(C)C)OCO2,-3
CCc1ccc2occ(CC(=O)Nc3sc4c(c3C(=O)OC)CCC4)c2c1,-9
Cc1cccc(C(=O)Nc2ccc(N=Cc3cc(Cl)cc(Cl)c3O)cc2)c1,5
O=C(C1=C(N2CCCCC2)C(Cl)C1=O)c1ccccc1 (configuration not stated),5
Cc1ccc(NC(=O)CSc2cc(=O)n(C)c3ccc(Cl)cc23)c(Br)c1,5
CN1CCN(C(=O)c2coc(COc3ccccc3)n2)[C@@H](c2ccccc2)C1,-1
CCC1=NN2C(=N)/C(=C/c3cc(C)n(-c4ccc(C)cc4C)c3C)C(=O)N=C2S1,3
COc1ccc(CCC(=O)Nc2ccc(S(N)(=O)=O)cc2)cc1,-8
Cc1ncoc1C(=O)N1CCOC(Cc2ccccc2)C1 (configuration not stated),-4
Cc1cccc(NC(=O)CSc2cn(CC(=O)N3CCOCC3)c3ccccc23)c1,3
CN(Cc1ccncn1)C(=O)CC(c1ccccc1)c1ccc(Cl)cc1 (configuration not stated),-5
O=S(=O)(c1ccc2ccccc2c1)n1nc(-c2ccco2)nc1NCc1cccc(Cl)c1,-9
CCc1ccc(CNC(=O)c2cnc(N3CCCCC3)c3ccccc23)cc1,1
CCc1ccc(NC(=O)CSc2nc3c([nH]c4ccccc43)c(=O)n2-c2ccc(C)cc2)cc1,-1
CN(Cc1cnccn1)Cc1ccccc1OCC(O)CN1CCCCC1 (configuration not stated),5
CCOC(=O)N1CCN(CC(O)COc2c(C)cccc2C)CC1 (configuration not stated),1
C=CCSc1ccccc1C(=O)NC1CCCC1,-4
CC(C)(C)Nc1nc(Nc2ccc(OC(F)(F)Cl)cc2)nc(N2CCCCC2)n1,-4
O=C1CC(C(=O)Nc2cccc(F)c2)N=C(N2CCCCC2)N1 (configuration not stated),6
Cc1cccc(C)c1N=C1S/C(=C\c2ccc(OCC(=O)O)cc2)C(=O)N1c1c(C)cccc1C,7
CCc1c(C)c(C#N)c2nc3ccccc3n2c1Nc1cccc(Cl)c1,-5
CCN(CC)S(=O)(=O)Cc1ccc(Cl)c(Cl)c1,-11
O=S(=O)(CC12C3C4C1C1C2C3C1(Br)C41OCCO1)c1ccccc1 (configuration not stated),4
COCCN1C(=O)CC(CC(=O)N2CCCC2c2ccc(F)cc2)(c2ccccc2OC)C1=O (configuration not stated),0
Cc1ccccc1OCCSc1nnc(-c2cccs2)n1C,2
CCOC(=O)C(NC(=O)Nc1ccccc1F)(OC)C(F)(F)F (configuration not stated),3
N#CC1C(=N)Oc2n[nH]c(-c3ccccc3)c2C1c1ccc2c(c1)OCO2 (configuration not stated),9

# ROC1-CUL1 inh: hit marks shown above.
SMILES,ROC1-CUL1 inh
N#C/C(=C/C(=O)c1ccccc1)c1ccc([N+](=O)[O-])o1,85*

# Pulled one by one from above:
SMILES,ROC1-CUL1 inh
CCOC(=O)C(NC(=O)Nc1ccccc1F)(OC)C(F)(F)F (configuration not stated),3
O=C1CC(C(=O)Nc2cccc(F)c2)N=C(N2CCCCC2)N1 (configuration not stated),6
O=S(=O)(c1ccc2ccccc2c1)n1nc(-c2ccco2)nc1NCc1cccc(Cl)c1,-9
CCN(CC)S(=O)(=O)Cc1ccc(Cl)c(Cl)c1,-11
O=S(=O)(CC12C3C4C1C1C2C3C1(Br)C41OCCO1)c1ccccc1 (configuration not stated),4

# Later entries
SMILES,ROC1-CUL1 inh
COc1ccc(C(=O)Nc2cnn(Cc3ccc(Cl)cc3)c2)cc1OC,-5
Cc1nn(-c2nnc(NC3CCCCC3)nn2)c(C)c1Br,2
CC1(C)C2([N+](=O)[O-])CN3CC1([N+](=O)[O-])CN(C2)C3c1ccc(F)cc1 (configuration not stated),8
O=C(COc1ccccc1[N+](=O)[O-])Nc1cccc(-c2nc3ccccc3s2)c1,6
O=C(C1CCCN(S(=O)(=O)c2cccc3nsnc23)C1)N1CCN(c2ccccc2F)CC1 (configuration not stated),-6
CCOc1ccc(NC(=O)CN2CCN(CC(=O)Nc3ccc(N(CC)CC)cc3)CC2)cc1,0
Cc1cc2cc(CCNS(=O)(=O)c3ccc(Br)cc3)c(=O)[nH]c2cc1C,-4
CCOc1ccccc1NC(=O)NCc1ccc2c(c1)CCN2C(=O)c1ccccc1,5
CN(C(=O)Nc1ccccc1)C(=O)SCc1ccccc1,1
CCOc1ccc(NC(=O)CC2C(=O)N(c3ccc(F)cc3)C(=O)N2Cc2ccc(OC)c(OC)c2)cc1 (configuration not stated),-11
CC1=Nc2ccc(C(=O)Nc3ccc(C)cc3)cc2C(=O)C1,-11
O=C(OCc1ccc(Cl)cc1)c1c2c(nc3ccccc13)CCCC2,4
COc1cccc(NCc2nnc3n2CCCCC3)c1,9
Cc1ccc(NC(=O)Cn2c(=O)c(C(F)(F)F)nc3ccccc32)cc1C,-3
Cc1ccc(OC(C)C(N)=O)cc1C (configuration not stated),3
COC12C=CC(CC1)C1C(=O)c3c(OC(=O)OCc4ccccc4)ccc(O)c3C(=O)C12 (configuration not stated),27*
CN1CCN(C2c3ccccc3CSc3sccc32)CC1 (configuration not stated),-2
CC(C)c1ccc(NC(=O)N2N=C3c4ccccc4CCC3C2c2ccc(Cl)cc2)cc1 (configuration not stated),14
CSC(=Nc1ccc(Oc2ccc(N=C(SC)SC)cc2)cc1)SC,3
CCOC(=O)c1ccc(N2C(=O)c3n[nH]c(-c4ccco4)c3C2c2cccc(F)c2)cc1 (configuration not stated),-4

# Exported as tab-separated lines: part of the list above
SMILES	ROC1-CUL1 inh
O=C(C1CCCN(S(=O)(=O)c2cccc3nsnc23)C1)N1CCN(c2ccccc2F)CC1 (configuration not stated)	-6
CCOc1ccc(NC(=O)CN2CCN(CC(=O)Nc3ccc(N(CC)CC)cc3)CC2)cc1	0
Cc1cc2cc(CCNS(=O)(=O)c3ccc(Br)cc3)c(=O)[nH]c2cc1C	-4
CCOc1ccccc1NC(=O)NCc1ccc2c(c1)CCN2C(=O)c1ccccc1	5
CN(C(=O)Nc1ccccc1)C(=O)SCc1ccccc1	1

# The list goes on.
SMILES,ROC1-CUL1 inh
CCCCOc1ccc(-c2nn(-c3ccccc3)cc2C2NC(=O)N=C(C)C2C(=O)OCC)cc1 (configuration not stated),6
N#Cc1nc2c(c(N3CCCCC3)c1-c1ccccc1)CCCC2,3
CCOc1ccccc1CNS(=O)(=O)c1cc(-c2onc(C)c2C)ccc1OC,8
CC1CCN(Cc2nnnn2CC(=O)N(C)Cc2cccnc2)CC1,8
Cc1cccc(-c2nc(CCNC(=O)c3ccccc3Br)cs2)c1,-2
CN(C)S(=O)(=O)c1ccc(Sc2ccccc2)c(CO)c1,3
CCc1nc(C)c(C(=O)NC2CC(=O)N(CCCc3ccccc3)C2)o1 (configuration not stated),11
